# NadD inh = inhibitors of Staphylococcus aureus NadD; 360,000 tested, 0.78% active; inhibition, % at 20 µM; AID 602399; purified NadD enzyme, colorimetric absorbance read-out; in the data active means inhibition above about 26%; further: some compounds past the cut are filed as inactive
# STEP block = inhibitors of human striatal-enriched phosphatase STEP. P54829. recombinant STEP, OMFP fluorogenic substrate, fluorescence. inhibition, % at 20 µM. 360,000 tested, 0.25% active. AID 588621;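 active means inhibition at 20 µM, scaled per plate between control wells, above about 37%, limit read from the data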;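 further: 0% = DMSO with enzyme and substrate and 100% = substrate only without enzyme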
#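 material = STEP tyrosine phosphatase | reagent = fluorogenic phosphatase substrate OMFP at 25 µM final | doses = single compound dose of 20 µM, 1% DMSO final | schedule = 20 min reaction, room temperature, in the dark | measured by = fluorescence, 480/540 nm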
# Rin1 Abl inh = human Rin1-Abl interaction inhibition. P00519+Q13671. TR-FRET Rin1/Abl binding, biochemical. inhibition, % at 7.35 µM. 360,000 tested, 0.4% active; in the data active means inhibition above about 5%, passing the limit was not always enough
# Scp1 inh = inhibitors of human Scp-1 phosphatase; Q9GZU7; Recombinant Scp1, phosphopeptide, malachite green phosphate absorbance; inhibition, % at 20 µM; 340,000 tested, 0.88% active; AID 493091;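 active means inhibition above about 50% at 20 µM, limit read from the data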;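 further: plate controls were DMSO wells with enzyme for no effect and wells lacking enzyme for full effect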
#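 assay system = SCP-1 phosphatase catalytic domain, residues 76-261 | buffer or medium = 50 mM Tris acetate pH 5.5, 0.005% Tween-20, 10 mM MgCl2 | incubation = enzyme reaction 45 min at room temperature, colour 5 min, stabilisation 30 min | signal = Phosphate-binding colour reagent, absorbance read at 630 nm | measure = % inhibition at 20 µM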
# DNMT1 inh = DNMT1 (human) enzyme inhibition. P26358. DNMT1 molecular beacon, Hinp1I cleavage, fluorescence. inhibition (reported as % activation of signal), % at 10 µM. 360,000 tested, 0.83% active; in the data active means inhibition above about 50%
# CSN inh = inhibitors of human CSN-mediated cullin deneddylation; Purified CSN, SCF-Nedd8-OG deneddylation, fluorescence polarization; inhibition, % at 12.5 µM; 360,000 tested, 0.38% active; AID 651999;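 active means pattern-corrected inhibition above about 35%, with an unprinted fluorescence ratio check between 0.5 and 1.5, limit read from the data, passing the limit was not always enough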;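 further: 0% = enzyme with substrate and 100% = substrate without enzyme; some results filed as inactive read as strong as hits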
# Target sequence (Q92905 whole entry, looked up, one chain of several): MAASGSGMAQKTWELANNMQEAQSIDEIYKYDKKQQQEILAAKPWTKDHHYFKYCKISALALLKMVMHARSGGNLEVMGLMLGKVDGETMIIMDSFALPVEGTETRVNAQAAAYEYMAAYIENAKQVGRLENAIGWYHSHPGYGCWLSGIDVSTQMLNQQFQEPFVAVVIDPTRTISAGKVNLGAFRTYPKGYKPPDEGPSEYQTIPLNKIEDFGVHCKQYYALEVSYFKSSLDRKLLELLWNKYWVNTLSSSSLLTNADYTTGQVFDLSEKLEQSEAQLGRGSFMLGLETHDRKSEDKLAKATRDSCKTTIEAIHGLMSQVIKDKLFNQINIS
#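 Assay system: purified human Csn5 enzyme expressed in HEK293T cells; measure: % inhibition; also added: SCFSkp2-Nedd8OG substrate at 10 nM final; technique: fluorescence polarization; times: reaction 90 min, room temperature; medium: Tris buffer pH 7.5, NaCl, DTT, Tween-20, trehalose, ovalbumin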
# Neddyl block = blocks human cullin neddylation; P61081+Q13564; TR-FRET cullin neddylation, biochemical; calls only at 25 µM; 360,000 tested, 0.58% active; in the data active means inhibition above about 36%
# LMPTP inh = blocks human LMPTP phosphatase. P24666. recombinant LMPTP-A, OMFP fluorogenic substrate, fluorescence intensity. inhibition, % at 20 µM. 360,000 tested, 0.22% active;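 active means compounds that cut the enzyme signal by at least half of the control window in the single-dose screen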;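 further: plate controls were DMSO wells with enzyme plus substrate for no effect and substrate without enzyme for full effect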
# Target sequence (P24666 whole entry, looked up): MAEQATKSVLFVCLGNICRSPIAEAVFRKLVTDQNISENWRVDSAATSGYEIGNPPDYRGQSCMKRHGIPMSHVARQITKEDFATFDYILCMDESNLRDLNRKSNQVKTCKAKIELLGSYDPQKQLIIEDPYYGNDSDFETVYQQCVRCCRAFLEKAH
#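 Assay system: LMPTP-A phosphatase enzyme | Input: 0.625 nM enzyme | Also added: Fluorogenic phosphatase substrate OMFP at 400 µM final | Compound dosing: One test concentration per compound, 20 µM, with 3% DMSO overall | Schedule: 50 min enzyme reaction at room temperature, protected from light | Signal: Fluorescence intensity | Benchmarks: no-enzyme and uninhibited controls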
# SUMO1 PPI mod = SUMO1-SIM interaction modulation. P63165. SUMO1 binding to a labelled peptide, TR-FRET, 1 h. inhibition, % at 20 µM. 360,000 tested, 0.33% active; in the data active means inhibition above about 37%
# Target sequence (P63165 whole entry, looked up): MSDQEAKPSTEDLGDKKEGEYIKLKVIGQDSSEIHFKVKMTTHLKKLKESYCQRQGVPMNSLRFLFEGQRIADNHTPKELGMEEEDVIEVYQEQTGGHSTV
# Rpn11 block = Rpn11 (human) deubiquitinase inhibition | O00487 | human 26S proteasome, Ub4-pepOG fluorescence polarization; 20S core pre-blocked with epoxomicin | calls only at 20 µM | 360,000 tested, 0.59% active;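 active means inhibition at 20 µM, scaled to each plate's controls, above about 33%, limit read from the data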
# Target sequence (O00487 whole entry, looked up): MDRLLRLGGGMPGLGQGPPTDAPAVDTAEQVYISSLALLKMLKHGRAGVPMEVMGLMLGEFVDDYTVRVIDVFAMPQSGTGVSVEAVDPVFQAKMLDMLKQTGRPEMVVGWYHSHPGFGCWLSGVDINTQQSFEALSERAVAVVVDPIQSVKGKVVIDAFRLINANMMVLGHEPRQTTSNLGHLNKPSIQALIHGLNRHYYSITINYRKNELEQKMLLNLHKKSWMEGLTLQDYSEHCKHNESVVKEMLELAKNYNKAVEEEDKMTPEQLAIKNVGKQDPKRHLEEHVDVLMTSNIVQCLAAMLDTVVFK
# * = called active by the depositor; i = inactive; x = not tested or not shown; + = active, no number. Hits appear at their usual frequency, and some 3.8% of all compounds hit somewhere here.
NadD inh	STEP block	Rin1 Abl inh	Scp1 inh	DNMT1 inh	CSN inh	Neddyl block	LMPTP inh	SUMO1 PPI mod	Rpn11 block	structure
-2	-3	-1	-10	12	-4	i	-22	-3	i	Cc1nn(-c2ccccc2)c2sc(C(=O)N(Cc3ccco3)C(C)C(=O)NC(C)(C)C)cc12 (stereo not given)
1	-2	-4	-2	1	-9	x	0.0	-2	i	Cc1ccc(-c2nn(-c3ccccc3)cc2/C=C(\C#N)C(=O)NCc2ccccc2)cc1
-4	-2	7	-1	2	-2	i	-0.4	-1	i	Cc1noc(C)c1COc1ccc(C(=O)NNC(=O)c2ccccc2)cc1
-3	-2	-1	0	0	1	i	1.6	-1	i	Cc1ccc(NS(=O)(=O)c2ccc(C(=O)N3CC(C)CC(C)C3)cc2)cc1 (stereo not given)
-5	-2	5	-7	7	0	i	-1.5	2	i	O=C(NCCC1=CCCCC1)C1CCCN(c2nc3ccccc3o2)C1 (stereo not given)
-11	0	1	-9	-3	-2	i	0.5	3	i	CSc1ccccc1C(=O)NCc1ccccc1C
-7	-1	2	-1	2	2	i	-2.1	1	i	CC(CN1CCOCC1)OC(=O)c1ccccc1Cl (stereo not given)
-6	-3	2	-13	1	-3	i	-2.1	-4	i	CC(=O)Nc1ccc(C2NC(=O)CCC2[N+](=O)[O-])cc1 (stereo not given)
2	-1	-1	0	-1	1	i	-0.4	1	i	O=c1[nH]c(C2CCN(S(=O)(=O)c3ccc4c(c3)OCCO4)CC2)nc2c1nnn2Cc1ccccc1
-3	-1	2	-4	2	3	i	-0.5	8	i	O=C(Nc1cccnc1Cl)c1cccs1
-8	-2	-2	-13	-3	0	i	0.2	0	i	COc1cccc(NC(=O)c2cc(C(=O)Nc3cccc(OC)c3)n(C)n2)c1
-8	-1	-2	6	-1	4	i	2.2	-6	i	CC1CCCN(S(=O)(=O)c2ccc(NC(=O)CNC3CCCC3)cc2)C1 (stereo not given)
-3	-2	-3	-2	-3	9	i	-0.9	0	i	COCCn1c(SCc2nc3ccccc3c(=O)[nH]2)nc2ccccc2c1=O
-3	-4	0	-7	12	2	i	3.0	-2	i	COc1ccc(-c2csc(-c3ccccc3)n2)c(OC)c1
3	-1	2	-10	-2	4	i	0.7	1	i	Cc1ccc(-c2c(C)sc3nc[nH]c(=O)c23)cc1C
13	1	-3	7	-4	1	+	2.5	5	i	Cc1ccc(S(=O)(=O)Nc2ccc(-c3cn4ccc(C)cc4n3)cc2)cc1
2	2	0	-9	3	4	i	0.2	-2	i	O=S(=O)(Cc1ccccc1Cl)N1CCCCC1
-2	4	-3	x	-12	-3	i	0.5	5	i	CC(C)NC(=O)c1ccc(COc2cccc3ccccc23)o1
23	-5	-7	-2	46	11	i	1.6	19	i	Cc1ccc(-c2csc(NC(=O)Cn3cnc4c3c(=O)n(C)c(=O)n4C)n2)cc1C
7	1	-2	2	7	6	i	1.0	0	i	Cc1nnsc1C(=O)N/N=C/c1ccc(OC(F)(F)F)cc1
0	1	-1	-10	0	-1	i	0.0	0	i	CCCP(=O)(CC(=O)N(CC)CC)c1ccccc1 (stereo not given)
4	-1	3	-7	0	-2	i	-0.2	7	i	CC(C)c1nc(CNC(=O)C2CCC(=O)N(CCc3cccc(F)c3)C2)cs1 (stereo not given)
-1	-2	-1	-1	-1	-2	i	-1.4	-8	i	O=C(Cc1ccccc1[N+](=O)[O-])NCc1ccncc1
-2	5	0	-9	-4	1	i	0.1	3	i	CCC(C)NC(=O)CNC(=S)N(Cc1ccccc1)Cc1cccnc1 (stereo not given)

# Part of the list above, with each value named:
Molecule: CC(C)c1nc(CNC(=O)C2CCC(=O)N(CCc3cccc(F)c3)C2)cs1 (stereo not given)
- NadD inh: 4
- STEP block: -1
- Rin1 Abl inh: 3
- Scp1 inh: -7
- DNMT1 inh: 0
- CSN inh: -2
- Neddyl block: i
- LMPTP inh: -0.2
- SUMO1 PPI mod: 7
- Rpn11 block: i
Molecule: Cc1ccc(-c2csc(NC(=O)Cn3cnc4c3c(=O)n(C)c(=O)n4C)n2)cc1C
- NadD inh: 23
- STEP block: -5
- Rin1 Abl inh: -7
- Scp1 inh: -2
- DNMT1 inh: 46
- CSN inh: 11
- Neddyl block: i
- LMPTP inh: 1.6
- SUMO1 PPI mod: 19
- Rpn11 block: i
Molecule: Cc1nnsc1C(=O)N/N=C/c1ccc(OC(F)(F)F)cc1
- NadD inh: 7
- STEP block: 1
- Rin1 Abl inh: -2
- Scp1 inh: 2
- DNMT1 inh: 7
- CSN inh: 6
- Neddyl block: i
- LMPTP inh: 1.0
- SUMO1 PPI mod: 0
- Rpn11 block: i
Molecule: Cc1ccc(S(=O)(=O)Nc2ccc(-c3cn4ccc(C)cc4n3)cc2)cc1
- NadD inh: 13
- STEP block: 1
- Rin1 Abl inh: -3
- Scp1 inh: 7
- DNMT1 inh: -4
- CSN inh: 1
- Neddyl block: +
- LMPTP inh: 2.5
- SUMO1 PPI mod: 5
- Rpn11 block: i

# Additional entries follow.
NadD inh	STEP block	Rin1 Abl inh	Scp1 inh	DNMT1 inh	CSN inh	Neddyl block	LMPTP inh	SUMO1 PPI mod	Rpn11 block	structure
-5	-2	0	-15	-1	1	i	1.4	-5	i	O=C(Cn1nc(C(=O)O)c2ccccc2c1=O)Nc1cccc(Br)c1
-1	1	1	-3	1	-6	i	1.4	-1	i	O=C(CSc1nc(-c2ccccc2)c(-c2ccccc2)o1)NC1CCS(=O)(=O)C1 (stereo not given)
9	3	-6	3	0	-1	i	-1.5	-3	i	C=CCOc1ccc(/C(O)=C2/C(=O)C(=O)N(CCCN3CCOCC3)C2c2ccccc2)cc1 (stereo not given)
-6	-1	1	-4	0	-1	i	0.3	15	i	OCCN(Cc1ccccc1)C(=S)Nc1ccc(Cl)cc1Cl
-2	-2	0	-15	1	-5	i	0.2	1	i	COc1cccc(CNC(=O)c2ccc(C(=O)NCc3cccc(OC)c3)cc2)c1
-1	4	1	-8	0	-1	i	1.1	-2	i	CCCCC(=O)Nc1sc(C(=O)N(CC)CC)c(C)c1C(=O)OC
-3	1	-3	-13	3	1	i	-1.1	-5	i	Cc1ccc(CNC(=O)CCc2nnc3ccc(N4CCC5(CC4)OCCO5)nn23)cc1
1	1	1	-6	25	3	i	2.0	-1	i	COc1cc(OC)cc(C(=O)NNC(=O)c2cc3c(s2)CCCC3)c1
31*	3	-3	-8	58*	-9	i	4.9	-24	i	Cc1cc2cc(CNC(=O)Nc3ccc(Cl)c(Cl)c3)ccc2n1C
1	-2	-2	-1	1	1	i	-0.3	-1	i	O=C(COC(=O)c1cncc(Br)c1)Nc1ccc(F)c(F)c1F
4	0	0	-7	-5	0	i	2.6	-13	i	COc1ccc(C2CC(c3ccccc3)=NN2C(=O)COC(=O)c2ccc(S(C)(=O)=O)cc2)cc1 (stereo not given)
-3	2	1	-9	3	-1	i	0.1	3	i	COc1ccc(NC(=O)C(=O)NNC(=O)c2cccs2)c(OC)c1
1	-3	0	-1	-6	-3	i	-0.7	-3	i	COc1ccc(CC(=O)Oc2ccc(C#N)cc2)cc1
2	-2	-5	-13	-1	6	i	0.7	-12	i	Cc1c(N/N=C(\C#N)C(=O)c2ccccc2)c(=O)n(-c2ccccc2)n1C
-5	2	1	-5	-1	1	i	0.0	-1	i	OCc1c(Cl)nc2ccccn12
39*	12	-3	-2	-15	7	i	3.3	-4	i	CCN(CC)C(=S)Sc1c(-c2ccccc2)c2cc(Cl)ccc2[nH]c1=O
-41	-6	-1	4	9	-1	i	-0.3	3	i	O=C(COC(=O)c1cccs1)Nc1nc(-c2ccccc2)cs1
-15	-4	3	-6	4	1	i	-1.6	0	i	CCN(CC)CC#CC(OC)(c1ccccc1)c1ccccc1
8	19	-2	-11	-33	4	x	1.1	16	i	Cc1ccsc1C1NC(=O)c2c(sc3c2CCCC3)N1 (stereo not given)
-5	-1	-4	-6	0	2	i	-1.1	-2	i	COC(=O)c1c(C)nc2ccccc2c1-c1ccccc1
-4	-2	-1	0	-3	6	i	1.0	-14	i	Cc1nn(Cc2ccc([N+](=O)[O-])cc2)c(=O)n1N(C)c1ncc(C(F)(F)F)cc1Cl
-4	1	1	-2	-1	5	i	0.0	9	i	CC1Cc2cc(S(=O)(=O)N3CCCCC3C)ccc2N1C(=O)C1CCC1 (stereo not given)
-4	-1	2	-2	2	-1	i	-1.4	1	i	S=C(Nc1ccccc1)N1CCN(c2ccccn2)CC1
2	0	1	-1	-1	4	i	0.5	10	i	CC(=O)c1cccc(NC(=O)CSc2nc(C3CC3)nc3ccccc23)c1
3	-1	-1	-1	2	1	i	-1.2	0	i	Cn1c(C(=O)O)ccc1S(=O)(=O)N1CCCCCC1
7	2	3	13	-2	8	i	-0.1	-1	i	Cc1ccsc1/C=N/NC(=O)c1ccc(-n2cccc2)cc1
-3	-3	2	-12	-5	0	i	2.5	0	i	c1ccc(CCNCc2ccco2)nc1
-1	-4	-1	-2	4	1	i	-1.2	3	i	COCCN(C(=O)Cc1cccs1)C(C(=O)NC1CCCC1)c1ccc(OC)c(OC)c1 (stereo not given)
2	-1	2	5	-1	0	i	0.0	1	i	CCOC(=O)C(NC(C)=O)C(=O)Nc1ccc(OC)cc1 (stereo not given)
-10	2	-2	-7	-2	-4	i	1.4	-10	i	CCOc1ccc(NS(=O)(=O)c2ccc(-c3cnc(C4CC4)o3)cc2)cc1
9	0	-1	x	-2	0	i	-1.0	5	i	CC1(C(=O)NS(=O)(=O)c2cccc(OC(F)F)c2)CCN1C(=O)c1ccccc1CCc1ccccc1 (stereo not given)
19	4	-4	-6	-4	8	i	4.5	-10	i	COc1ccc(OCCNc2cc(N3CCCCC3)ccc2[N+](=O)[O-])cc1
1	-2	1	-11	1	2	i	0.5	-2	i	NNC(=O)CCn1nnc2ccccc21
-2	1	-5	-5	-3	-8	i	0.3	-4	i	COC(=O)c1ccccc1NC(=O)c1cccs1
6	3	1	-10	-6	0	i	3.4	10	i	O=S(=O)(c1ccc(SCCOc2ccccc2Cl)nc1)N1CCCC1
-3	17	0	x	2	4	i	-0.9	3	i	CCN(CC)c1ncnc2c1ncn2[C@H]1CN(Cc2ccccc2)C[C@@H](CO)O1
-3	-1	2	-6	4	-2	i	-3.0	2	i	CC1=C(C(=O)N2CCOCC2)C(c2cccc3ccccc23)NC(=S)N1 (stereo not given)
-6	-1	-3	3	5	-7	i	-1.1	-4	i	CC1(C)N=C(c2ccc(Cl)cc2)C(=O)N1
0	4	-5	-5	2	6	i	-1.2	-3	i	COc1cccc(/C(O)=C2/C(=O)C(=O)N(CCN3CCOCC3)C2c2cccs2)c1 (stereo not given)
8	0	-2	5	3	2	i	-1.5	9	i	Cc1nn(CC(=O)NCc2cccnc2)c(=O)c2ccccc12
-4	6	-1	0	10	-5	i	2.3	15	i	CCCNC(=O)c1ccc(Cn2c(=S)[nH]c3c([nH]c4ccc(OC)cc43)c2=O)cc1
10	-2	1	12	-12	4	+	-1.6	-12	i	O=C(O)CCC(=O)N1N=C(c2cccs2)CC1c1cn(-c2ccccc2)nc1-c1ccccc1 (stereo not given)

# Screens: PubChem, several laboratories
